Screening results as filed in PubChem.
Menin MLL FP TR: qHTS Assay for Inhibitors Targeting the Menin-MLL Interaction in MLL Related Leukemias: Competition With Texas Red Labeled MLL-derived Mutant Peptide; O00255; Menin + Texas Red MLL mutant peptide, fluorescence polarization; Potency, µM (highest dose often 61.6 µM), inactives show top-dose FP activity change, negative = inhibition, hits mostly inhibitors; 0.23% of 270,000 active; AID 1768, 2009; active = well fitted inhibition curve with a large enough effect in the polarisation, with a control signal flat, not every such curve was filed as active; inconclusive = small, poorly fitted or top-dose-only effect, or effect the other way, or a change in a side signal; inactive = no such curve, though single readings can be large or run the other way; the % refers to the polarisation; note: potency is the fitted concentration of half-maximal effect; % of control where 0% means no effect; many of its hits are not listed in these tables
TRPV1 ag: HTS Assay for Compounds that Act as Agonists of the Vanilloid Receptor 1; Transient receptor potential cation channel subfamily V member 1 (Homo sapiens), Q8NER1; TRPV1-expressing cells, Fluo-8 calcium influx, agonist mode; activation, % at 8.33 µM; 0.19% of 320,000 active; in the data active = activation above about 80%; inconclusive = between about 30% and that limit; note: 0% is about no effect
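Cells expressing TRPV1 were dye-loaded with Fluo-8 and read kinetically: 10 s baseline, 3 min after compound (agonist portion), then 2 min after EC20 capsaicin (allosteric enhancer portion). Calcium-bound dye fluorescence at 480/520 nm.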
PKM2 act: qHTS Assay for Activators of Human Muscle isoform 2 Pyruvate Kinase; Potency, µM (titrated, usually from 57.5 µM), inactives show at the highest dose activation, usual class: activators; Pyruvate kinase PKM (Homo sapiens), P14618; purified PKM2, Kinase-Glo ATP luminescence, activation; response scale: 0% is enzyme alone, no compound; 0.34% of 260,000 active; AID 1631, 2009; note: potency is the fitted concentration of half-maximal effect; % is set by controls: 0 for no effect and ±100 for the full control effect; nearly all actives have a fitted effect of over 55% in size
Target sequence (P14618 whole entry, looked up, canonical isoform): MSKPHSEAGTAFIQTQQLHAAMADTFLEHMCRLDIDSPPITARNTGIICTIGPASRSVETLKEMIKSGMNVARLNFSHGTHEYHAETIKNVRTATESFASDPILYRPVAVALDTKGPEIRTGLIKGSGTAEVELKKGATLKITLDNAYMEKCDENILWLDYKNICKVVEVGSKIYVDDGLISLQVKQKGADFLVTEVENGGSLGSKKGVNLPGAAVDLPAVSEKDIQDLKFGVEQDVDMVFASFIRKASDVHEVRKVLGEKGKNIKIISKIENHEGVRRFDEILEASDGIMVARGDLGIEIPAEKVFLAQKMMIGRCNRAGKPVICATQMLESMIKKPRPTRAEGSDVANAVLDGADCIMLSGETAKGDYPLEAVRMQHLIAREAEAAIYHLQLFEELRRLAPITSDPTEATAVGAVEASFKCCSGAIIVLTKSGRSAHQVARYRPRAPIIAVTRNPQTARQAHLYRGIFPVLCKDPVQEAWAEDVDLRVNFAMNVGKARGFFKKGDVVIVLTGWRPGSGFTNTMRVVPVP
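Purified hPK-M2 (>95%) run at intermediate activity with 0.1 mM ADP and 0.5 mM PEP in 50 mM imidazole pH 7.2, KCl, MgCl2; 1 h room temperature. ATP formed read by Kinase-Glo luminescence; normalized to uninhibited and no-enzyme controls.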
Coupling enz: qHTS Assay for Inhibitors of Fructose-1,6-bisphosphate Aldolase from Giardia Lamblia: Coupling assay counterscreen. coupling enzyme system counterscreen, AmpLite Red fluorescence. activity change, negative = inhibition, % at 58.2 µM, hits read low. 0.67% of 290,000 active. AID 2472, 2010; in the data active = activity change below about -30%; note: % is set by controls: 0 for no effect and ±100 for the full control effect
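Compounds tested against the coupling enzymes alone at 57.5 uM final; readout was AmpLite Red fluorescence (525/598 nm) after 20 min at RT.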
MLL CXXC-DNA inh: qHTS Fluorescence Polarization Assay for Inhibitors of MLL CXXC domain - DNA interaction | Histone-lysine N-methyltransferase 2A (Homo sapiens), Q03164 | MLL-CXXC / FITC-HOXA9 DNA fluorescence polarization | Potency, µM (highest dose often 115 µM), without a hit: at the top dose activity change, negative = inhibition, usual class: inhibitors | 0.037% of 290,000 active; active = well fitted inhibition curve with a large enough effect in the polarisation, with a control signal flat, not every such curve was filed as active; inconclusive = small, poorly fitted or top-dose-only effect, or effect the other way, or a change in a side signal; inactive = no such curve, though single readings can be large or run the other way; the % refers to the polarisation; note: potency is the fitted concentration of half-maximal effect
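Fluorescence polarization: 7 uM MLL-CXXC (stock) preincubated 5 min with compounds, then 50 nM fluorescein-HOX-A9 DNA (stock) added; 30 min ambient. Buffer 50 mM Tris-HCl pH 7.5, 50 mM NaCl, 1 mM DTT, 0.05% BSA.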
Giardia killer: Small Molecules that selectively kill Giardia lamblia: qHTS; Giardia lamblia trophozoite viability; activity change, % at 7.66 µM, hits read low; 0.15% of 340,000 active; in the data active = activity change below about -80%; inconclusive = between about -30% and that limit;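 note: parasites exposed to compound for two days anaerobically before the ATP read; % is set by controls: 0 for no effect and ±100 for the full control effect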
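Each well holds 100 Giardia trophozoites and compound. After two days (48 hrs) at 37 deg C in anaerobic conditions, ATP is quantified by luminescence.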
USP2a inh: qHTS Assay for Inhibitors of Ubiquitin-specific Protease USP2a Using CHOP2 as the Reporter; USP2 core, Ub-CHOP2 coupled fluorogenic reporter, 485/531; Potency, µM (titrated, usually from 38.3 µM), without a hit: top-dose activity change, negative = inhibition, hits mostly inhibitors; 0.01% of 330,000 active;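 note: potency is the fitted concentration of half-maximal effect; plate controls were DMSO wells for no effect and full inhibition by NEM control for full effect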
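USP2 core (10nM final) preincubated 30min RT with compound in 20mM Tris-HCl pH 8.0, 2mM CaCl2, 2mM beta-mercaptoethanol, 0.05% CHAPS; 25nM Ub-CHOP2 plus 25nM reporter substrate added, fluorescence (Ex485/Em531) read after 60min.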
GALK inhibitor: qHTS Assay for Inhibitors of Human Galactokinase (GALK). P51570. Potency, µM (doses to about 57.5 µM), without a hit: at the top dose activity change, negative = inhibition, actives largely listed as inhibitors. Purified GALK, Kinase-Glo residual ATP luminescence. AID 1868, 2009. 0.007% of 270,000 active; note: potency is the fitted concentration of half-maximal effect; % is set by controls: 0 for no effect and ±100 for the full control effect
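Kinase-Glo Plus luminescence measured ATP left after a 1 h room-temperature reaction. The reaction used 5 nM GALK, 100 uM galactose and 35 uM ATP at pH 8.0 (20 mM HEPES, 5 mM MgCl2, 60 mM NaCl, 1 mM DTT, 0.01% BSA).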
B2AR arrestin: qHTS assay of beta-arrestin-biased ligands of beta2-adrenergic receptor. 0.02% of 330,000 active. Potency, µM (top dose mostly 46.1 µM), for inactives: at the highest dose activation, actives largely listed as activators. beta-arrestin recruitment to beta2AR, cell-based reporter;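 note: potency is the fitted concentration of half-maximal effect; 0% = DMSO controls and full agonism = EC100 isoproterenol or metaproterenol; nearly all actives have a fitted effect of over 65% in size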
Target sequence (P07550 whole entry, looked up): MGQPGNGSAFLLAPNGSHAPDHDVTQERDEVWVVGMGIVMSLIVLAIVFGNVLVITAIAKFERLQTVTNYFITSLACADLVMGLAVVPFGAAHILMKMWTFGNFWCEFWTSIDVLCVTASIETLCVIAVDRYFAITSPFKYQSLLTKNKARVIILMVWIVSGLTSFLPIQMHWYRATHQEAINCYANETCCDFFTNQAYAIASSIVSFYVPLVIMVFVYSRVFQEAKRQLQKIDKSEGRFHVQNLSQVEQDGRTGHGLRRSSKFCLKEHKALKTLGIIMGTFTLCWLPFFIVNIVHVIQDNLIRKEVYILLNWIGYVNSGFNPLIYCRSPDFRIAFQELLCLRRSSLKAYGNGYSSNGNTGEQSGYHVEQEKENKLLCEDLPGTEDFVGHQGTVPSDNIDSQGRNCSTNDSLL
KCNH2 3.1 block: qHTS for Inhibitors of KCHN2 3.1: Mutant qHTS; AID 720553, 2013; 0.95% of 340,000 active; activity change, % (tested at about 1.8 µM); U2OS KCNH2 3.1, thallium flux FluxOr; hits give low values; Potassium voltage-gated channel subfamily H member 2, brain isoform KCNH2 3.1 (human);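 active = maximum activity change below -70%; inconclusive = maximum activity change from -70% to -50%; inactive = maximum activity change above -50%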;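 note: thallium influx rate constant from kinetic fluorescence after stimulation buffer; % is set by controls: 0 for no effect and ±100 for the full control effect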
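Kinetic fluorescence (2 min after stimulation buffer) measures Tl+ influx through KCNH2 3.1 expressed by viral transduction in U2OS cells; the rate constant is normalized against DMSO controls serving as positive and negative references.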
KCNH2 WT inh: qHTS for Inhibitors of KCHN2 3.1: Wildtype qHTS | Voltage-gated inwardly rectifying potassium channel KCNH2 (Homo sapiens), Q12809 | U2OS, BacMam KCNH2, thallium flux FluxOr; hits give low values | activity change, % at 1.84 µM | 0.37% of 340,000 active;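 active = maximum activity change below -70%; inconclusive = maximum activity change between -70% and -50%; inactive = maximum activity change above -50%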; note: % is set by controls: 0 for no effect and ±100 for the full control effect
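U2OS cells were transduced with wild-type KCNH2 virus (2.03 x 10^8 / mL) for 4 h at room temperature, then cultured overnight at 37 C. Thallium flux was read with FluxOr dye. Rate constants were normalized to DMSO controls.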
An asterisk follows results filed as active; ? = inconclusive; nt = not tested or not shown; [ ] = dose if it differs, or a comment. Unless noted, calls come from the whole dose curve; as a rule, active = well fitted curve in the direction sought with a large enough effect; inconclusive = small, poorly fitted or top-dose-only effect, or another doubt; inactive = no such curve, though single readings can be large; an effect the other way counts as inactive or inconclusive. These rows are one share of the data (hit frequency here may not be typical).

SMILES	Menin MLL FP TR	TRPV1 ag	PKM2 act	Coupling enz	MLL CXXC-DNA inh	Giardia killer	USP2a inh	GALK inhibitor	B2AR arrestin	KCNH2 3.1 block	KCNH2 WT inh
O=C(C1CCN(S(=O)(=O)c2ccc(Cl)cc2)CC1)N1CCOCC1	0%	-1	-9%	-1	-2%	-5	-1%	0%	-0.1%	-11	2
CCOc1cc(CN2CCN(c3cccc(C(F)(F)F)c3)CC2)ccc1OC	-15%	-12	-5%	6	-6%	-10	0%	2%	-0.1%	-1	-4
CN1CCCCc2c1nc1ccccc1c2N (tested in a mixture with another compound)	9%	-2	-10%	0	0%	8	-1%	3%	0.4%	6	-12
Cc1nn(C)cc1/C=N/NC(=O)c1ccc2c(c1)OCO2	6%	-2	-2%	-3	-2%	-14	9%	-3%	-0.3%	-29	14
NC(=O)c1ncc(C(F)(F)F)cc1Oc1ccc(C(F)(F)F)cc1	nt	-3	-20%	2	11%	-6	0%	-4%	-2.1%	-4	-4
CCCCC(=O)Nc1ccccc1N1CCN(c2ccccc2)CC1	-20%	20	11%	0	-1%	8	-1%	4%	-1.0%	3	6
Cc1nn(C)cc1/C=N/O	-4%	-1	-2%	1	2%	15	nt	3%	nt	4	-15
CCOc1ccc(S(=O)(=O)NCc2ccc(Cl)cc2)c2cccnc12	-4%	-5	0%	-2	5%	14	2%	nt	-0.8%	-10	-6
CCOP(=O)(OCC)c1nc(-c2cccc([N+](=O)[O-])c2)oc1N1CCCCC1	?	?	-1%	3	3%	11	2%	0%	0.0%	4	-9
Clc1ccc(C2=C3CCCCn4c(-c5ccccc5)c[n+](c43)C2)cc1	?	7	-1%	-2	3%	3	-25%	0%	0.0%	-8	-3
O=C(COC(=O)CC12CC3CC(CC(C3)C1)C2)Nc1cccnc1Cl	-16%	?	-3%	2	12%	10	3%	2%	-1.6%	-4	-6
CCCNC(=O)c1nc2ncc(Br)cn2n1	15%	-2	-8%	10	0%	13	1%	3%	-0.4%	-4	1
Cc1ccc(C(=O)NC2CCN(CC(=O)NCc3cccs3)CC2)cc1	-10%	3	nt	7	-6%	?	-1%	10%	0.2%	9	1
O=C(Nc1ccc(S(=O)(=O)Nc2ncccn2)cc1)c1ccccc1	9%	0	0%	-1	-6%	30	0%	-2%	0.1%	2	3
COc1ccc(NC(=S)Nc2ccc(S(N)(=O)=O)cc2)c(OC)c1	12%	1	-6%	0	0%	-10	-2%	4%	-0.5%	5	8
CN1CCN(c2ccccc2/C=N/NC(=O)c2cccnc2)CC1	nt	0	5%	2	32%[activator]	8	0%	1%	0.3%	8	3
Cc1cc(C(=O)NN=C2CC(=O)CC(C)(C)C2)c(C)o1	nt	nt	nt	nt	nt	-6	1%	nt	-0.4%	3	-4
COc1cc(NS(=O)(=O)c2ccc(Nc3nc(-c4cccc([N+](=O)[O-])c4)cs3)cc2)nc(OC)n1	?	-2	8%	4	17%	11	0%	nt	-0.4%	-4	7
CC(=O)CSc1nc(N(C)C)nc(N(C)C)n1	-14%	-2	-7%	1	-6%	-12	1%	-3%	0.4%	3	11
COc1ccc(-c2nnc(SCC(=O)N3CCN(c4ccccc4)CC3)o2)cc1OC	-6%	-5	0%	0	3%	-2	0%	nt	-0.4%	7	-3
CCOC(=O)C1CCN(C(=O)C2CCN(S(=O)(=O)CC)CC2)CC1	1%	-3	-2%	3	14%	5	1%	0%	-1.2%	0	3
COc1ccc(-n2cnnc2SCC(=O)Nc2nc(C)c(Cl)cc2Cl)cc1	nt	0	-5%	0	8%	24	1%	-5%	0.1%	-6	-9
CC(=O)Nc1cccc(Cl)c1C(=O)O	-2%	-1	-2%	0	13%	-19	3%	0%	-0.2%	5	-1
Cc1ccccc1CNC(=O)Cc1cccs1	-2%	8	0%	2	5%	1	3%	-1%	-0.3%	6	-20
CCN(CC)C(=O)CSc1nc(-c2cccs2)cc(-c2cccs2)c1C#N	-14%	1	8%	0	21%	-7	-1%	0%	-0.2%	-2	0

(continued)
SMILES	Menin MLL FP TR	TRPV1 ag	PKM2 act	Coupling enz	MLL CXXC-DNA inh	Giardia killer	USP2a inh	GALK inhibitor	B2AR arrestin	KCNH2 3.1 block	KCNH2 WT inh
CCOc1ccc(C2c3[nH]c4ccccc4c3CCN2CCCn2cccn2)cc1 (stereo not given)	-4%	?	-8%	0	3%	-20	1%	1%	0.1%	-33	2
COc1ccc(CN2CCNC(=O)C2CC(=O)O)c(OC)c1 (stereo not given)	7%	0	-3%	1	7%	-13	0%	2%	0.0%	14	1
CC(C)CN(C(=O)COC(=O)c1ccccc1Sc1ccccc1C#N)C1CCS(=O)(=O)C1 (stereo not given)	-6%	-3	-1%	-2	31%[activator]	7	1%	0%	-2.1%	-2	12
Cc1nc2ccc(S(=O)(=O)Nc3cc(-c4nc5cccnc5s4)ccc3C)cc2s1	-4%	-3	5%	4	9%	-3	-5%	nt	2.0%	-24	1
COc1ccc(/C=N/Nc2cc(C)nc(N3CCOCC3)n2)cc1	nt	?	12%	4	10%	3	0%	-3%	0.3%	0	0
O=C(OCC(=O)N1CCc2ccccc2C1)c1cccnc1Cl	-19%	2	-2%	-1	-5%	-22	4%	13%	0.2%	16	-12
CCOC(=O)c1c(-c2ccc(-c3ccccc3)cc2)csc1NC(=O)C1C2CCC(O2)C1C(=O)O (stereo not given)	39%[activator]	-1	-2%	11	-17%	-23	1%	2%	0.0%	16	10
COc1ccc(S(=O)(=O)N2CCN(C(=O)Cc3cccs3)CC2)cc1	15%	-1	?	1	12%	29	1%	1%	0.0%	16	nt
Cc1ccc(NCC(=O)c2ccc(C)cc2)cc1	-6%	?	0%	0	-3%	-16	3%	0%	-0.8%	-8	-7
O=c1oc2ccccc2c2c1C(c1ccc(Cl)cc1)Nc1ccc3ccccc3c1-2 (stereo not given)	?	-4	3%	-7	14%	4	0%	3%	-0.1%	?	-14
O=C(/C=C/Nc1ccc(F)cc1)c1ccc(Oc2ncccn2)cc1	-23%	-2	1%	0	0%	-11	-4%	1%	0.3%	-3	13
O=C(COC(=O)c1ccco1)Nc1ccc([N+](=O)[O-])cc1Cl	nt	-2	nt	nt	nt	8	5%	nt	0.2%	-4	1
CC(=O)SC(C)CC(=O)Nc1ccccc1 (stereo not given)	9%	21	13%	0	0%	-5	-4%	0%	0.3%	8	-2
O=C(CN1CCN(C(c2ccccc2)c2ccccc2)CC1)NC(=O)NCc1ccco1	1%	26	-1%	-3	-12%	18	-5%	3%	0.2%	20	25
O=C(CSc1nc(C(F)(F)F)cc(=O)[nH]1)N1CCC(Cc2ccccc2)CC1	nt	5	nt	nt	nt	-22	-1%	nt	-0.4%	-2	2
Cc1ccccc1/C=N/Nc1ncnc2nc[nH]c12	nt	4	-11%	-3	5%	-25	10%	0%	-1.2%	1	2
CCN(CC1CCCO1)C(=O)CCc1nnc(Cc2ccc3c(c2)OCO3)o1 (stereo not given)	-6%	2	7%	2	3%	-13	7%	1%	-0.2%	6	0
Cc1c(CNC2CCC(C)CC2)c(C(=O)O)c(C)n1Cc1ccccc1 (stereo not given)	5%	1	-14%	1	10%	10	4%	-1%	-0.3%	3	0
CCOc1ccc(NC(=O)CC2C(=O)N(c3ccccc3)C(=O)N2CCc2cccs2)cc1 (stereo not given)	?	0	2%	0	6%	37[activator]	0%	1%	-0.5%	-16	-7
CCCOC(=O)C1=C(C)NC2=C(C(=O)CC(C)(C)C2)C1c1ccc(N(C)C)cc1 (stereo not given)	-3%	16	2%	-1	10%	3	-1%	-1%	0.4%	-23	5
Cc1cccc(N2CCN(C(=O)C3CCN(S(=O)(=O)c4cccc5nsnc45)CC3)CC2C)c1 (stereo not given)	-12%	2	8%	-1	-1%	-9	-2%	1%	-0.1%	-5	2
